Screening results as filed in PubChem.
BAZ2B inh: qHTS Assay for Inhibitors of BAZ2B. Potency, µM (top dose mostly 114 µM), for inactives: at the top dose activity change, negative = inhibition, actives largely listed as inhibitors. AID 504333, 2011. 360,000 compounds, 4.4% hits. AlphaScreen BAZ2B-H3K14Ac peptide displacement. Bromodomain adjacent to zinc finger domain protein 2B (Homo sapiens), Q9UIF8; note: % is set by controls: 0 for no effect and ±100 for the full control effect; nearly all actives have a fitted effect of over 60% in size
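AlphaScreen displacement: compounds (up to 110uM) incubated 30 min at room temperature with a preformed 50 nM BAZ2B/50 nM biotinylated H3K14Ac peptide complex in PBS pH 7.4 with Tween-20. Donor and acceptor beads at 10 ug/mL final added, 20 min light-protected before reading.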
HP1b chromo inh: HTS for Inhibitors of HP1-beta Chromodomain Interactions with Methylated Histone Tails; AlphaScreen HP1-beta / biotin-H3K9me3 peptide binding; Chromobox protein homolog 1 (Homo sapiens), P83916; 390,000 compounds, 0.56% hits; Potency, µM (top dose mostly 114 µM), for inactives: at the top dose activity change, negative = inhibition, actives largely listed as inhibitors; AID 540317, 2011; note: nearly all actives have a fitted effect of over 70% in size; inactives centre near 23
Target sequence (P83916 whole entry, looked up): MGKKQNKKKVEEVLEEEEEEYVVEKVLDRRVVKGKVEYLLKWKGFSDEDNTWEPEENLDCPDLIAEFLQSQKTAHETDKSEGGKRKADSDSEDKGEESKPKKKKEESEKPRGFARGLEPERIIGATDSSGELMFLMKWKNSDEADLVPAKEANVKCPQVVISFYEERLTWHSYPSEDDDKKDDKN
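HP1-beta protein (50 nM final) preincubated 30 min at room temperature with biotinylated H3(1-18)K9me3 peptide (50 nM) in PBS pH 7.4, 0.01% Tween-20, then compound added for 30 min. AlphaScreen streptavidin donor/nickel chelate acceptor beads (10 ug/mL final), 30 min dark, luminescence read.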
G9a inh: qHTS Assay for Inhibitors of Histone Lysine Methyltransferase G9a; 350,000 compounds, 8.8% hits; G9a H3K9 monomethylation, AlphaScreen, 2 h; Potency, µM (series often up to 102 µM), inactives show at the top dose activity, negative = inhibition, actives largely listed as inhibitors; Histone-lysine N-methyltransferase EHMT2 (Homo sapiens), Q96KQ7; note: % is set by controls: 0 for no effect and ±100 for the full control effect; nearly all actives have a fitted effect of over 75% in size
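Using a bead-based AlphaScreen, monomethylated H3K9 product from 2 h room-temperature reactions (G9a 20 nM, peptide 500 nM, SAM 20 uM) was detected with 0.5 ug/mL rabbit anti-H3K9me1 antibody.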
BLM helicase inh: qHTS Assay for Inhibitors of Bloom's syndrome helicase (BLM); RecQ-like DNA helicase BLM (Homo sapiens), P54132; recombinant BLM DNA unwinding, fluorescence dequenching; 350,000 compounds, 0.2% hits; Potency, µM (series often up to 56.1 µM), for inactives: top-dose activity change, negative = inhibition, usual class: inhibitors;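 note: plate controls were vehicle for no effect and no enzyme for full effect; nearly all actives have a fitted effect of over 35% in size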
Pin1 inh: qHTS Assay to Find Inhibitors of Pin1; Pin1 FP peptide displacement, HiFluor488, 10 min; Potency, µM (highest dose often 115 µM), without a hit: top-dose activity, negative = inhibition, most hits filed as inhibitors; AID 504891, 2011; 390,000 compounds, 0.009% hits; Peptidyl-prolyl cis-trans isomerase NIMA-interacting 1 (Homo sapiens), Q13526; active = well fitted inhibition curve with a large enough effect in the polarisation, with a control signal flat, not every such curve was filed as active; inconclusive = small, poorly fitted or top-dose-only effect, or effect the other way, or a change in a side signal; inactive = no such curve, though single readings can be large or run the other way; the % refers to the polarisation; note: % is set by controls: 0 for no effect and ±100 for the full control effect
Target sequence (Q13526 whole entry, looked up): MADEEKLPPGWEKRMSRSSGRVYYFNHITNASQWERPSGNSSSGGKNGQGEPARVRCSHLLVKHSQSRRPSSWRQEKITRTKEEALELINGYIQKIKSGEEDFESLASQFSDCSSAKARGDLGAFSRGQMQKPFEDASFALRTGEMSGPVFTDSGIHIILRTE
JMJD2A Tudor inh: qHTS Assay for Inhibitors of JMJD2A-Tudor Domain; Lysine-specific demethylase 4A (Homo sapiens), O75164; AlphaScreen JMJD2A-Tudor / H3K4me3 peptide binding; Potency, µM (series often up to 114 µM), for inactives: top-dose activity change, negative = inhibition, actives largely listed as inhibitors; 390,000 compounds, 4.4% hits; AID 504339, 2011; note: % is set by controls: 0 for no effect and ±100 for the full control effect; nearly all actives have a fitted effect of over 50% in size
GLS inhibitor: qHTS for Inhibitors of Glutaminase (GLS) | 410,000 compounds, 0.21% hits | Glutaminase kidney isoform, mitochondrial (Homo sapiens), O94925 | Potency, µM (top dose mostly 45.5 µM), without a hit: at the highest dose activity change, negative = inhibition, usual class: inhibitors | AID 624170, 2012 | GLS enzymatic activity, qHTS titration; note: % is set by controls: 0 for no effect and ±100 for the full control effect
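Compounds were pin-transferred onto hKGA, after which L-glutamine (1 mM solution) and a detection mix of glutamate oxidase, HRP and Amplex Red were added. Initial and 30 min RT fluorescence reads were collected.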
PGK inhibitor: qHTS Assay to Find Inhibitors of Phosphoglycerate Kinase | 380,000 compounds, 0.043% hits | Potency, µM (highest dose often 57.5 µM), for the others: at the top dose activity change, negative = inhibition, most hits filed as inhibitors | Phosphoglycerate kinase, glycosomal (Trypanosoma brucei brucei), P07378 | AID 602233, 2012 | PGK/GAPDH coupled, Kinase-Glo luminescence, 60 min; note: % is set by controls: 0 for no effect and ±100 for the full control effect; nearly all actives have a fitted effect of over 60% in size
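Recombinant glycosomal PGK reaction used 1,3-bisphosphoglycerate generated in-well by GAPDH (100nM final) in 100mM TEA pH 7.6, 5mM MgCl2, 0.01% Tween-20. After 60 minutes at room temperature, ATP was read by Kinase-Glo Plus luminescence end-point.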
Pol iota inh: qHTS for Inhibitors of Polymerase Iota. DNA polymerase iota (Homo sapiens), Q9UNA4. Pol iota fluorescent replication assay, 10 min. Potency, µM (top dose mostly 115 µM), for the others: at the top dose activity, negative = inhibition, most hits filed as inhibitors. 390,000 compounds, 1% hits
Target sequence (Q9UNA4 whole entry, looked up): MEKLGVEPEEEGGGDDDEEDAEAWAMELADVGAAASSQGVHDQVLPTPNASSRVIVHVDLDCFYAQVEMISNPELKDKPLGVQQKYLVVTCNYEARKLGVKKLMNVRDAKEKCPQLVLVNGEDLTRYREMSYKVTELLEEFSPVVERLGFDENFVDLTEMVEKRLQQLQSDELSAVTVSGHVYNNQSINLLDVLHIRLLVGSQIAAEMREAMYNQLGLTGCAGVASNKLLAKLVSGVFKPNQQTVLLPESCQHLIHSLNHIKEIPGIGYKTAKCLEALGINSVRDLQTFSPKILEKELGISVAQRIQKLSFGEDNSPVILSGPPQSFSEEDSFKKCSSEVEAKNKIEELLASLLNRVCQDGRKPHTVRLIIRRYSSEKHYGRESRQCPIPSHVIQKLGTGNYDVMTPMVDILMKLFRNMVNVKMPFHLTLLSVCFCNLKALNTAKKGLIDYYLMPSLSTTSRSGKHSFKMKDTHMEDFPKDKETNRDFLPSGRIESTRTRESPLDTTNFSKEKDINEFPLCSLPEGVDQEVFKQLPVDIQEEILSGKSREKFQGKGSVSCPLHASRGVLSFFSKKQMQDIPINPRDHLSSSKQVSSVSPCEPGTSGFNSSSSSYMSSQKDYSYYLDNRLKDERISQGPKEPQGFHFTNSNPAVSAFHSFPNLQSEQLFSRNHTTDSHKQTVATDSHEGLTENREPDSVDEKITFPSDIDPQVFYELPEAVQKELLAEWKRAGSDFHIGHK
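Fluorescent replication assay read twice, at 0 min and 10 min after adding 50 nM (final) substrate. Enzyme (10 nM) and compounds were first incubated 15 min at room temperature; enzyme-free buffer wells were negative controls.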
* = called active by the depositor; i = inactive; ? = inconclusive; . = no result given; [ ] = remark or other dose. Unless noted, calls come from the whole dose curve; as a rule, active = well fitted curve in the direction sought with a large enough effect; inconclusive = small, poorly fitted or top-dose-only effect, or another doubt; inactive = no such curve, though single readings can be large; an effect the other way counts as inactive or inconclusive. Potency is the fitted concentration of half-maximal effect. This is a subset. The share of hits here may be higher or lower than overall.

SMILES | BAZ2B inh | HP1b chromo inh | G9a inh | BLM helicase inh | Pin1 inh | JMJD2A Tudor inh | GLS inhibitor | PGK inhibitor | Pol iota inh
C=CCCN(C(Cc1ccccc1)C(=O)OC)S(=O)(=O)c1cc(Br)ccc1Br (stereo unspecified) | . | 59.4%[activator] | . | -5.1% | -3.4% | 24.1% | . | . | 9.2%
O=C(N/N=C/c1ccc(OCc2ccccc2)cc1)c1cccs1 | 20.1% | 3.5% | 23.0%[59 µM] | -3.9% | -2.9% | -21.6% | -2.3% | -8.0% | 9.4%
O=C(COC(=O)c1n[nH]c(=O)c2ccccc12)NCc1ccccc1 | 6.7% | 33.6% | ? | . | 5.0% | 4.2% | 1.9% | -1.2% | 11.1%
CC12CN3CC(C)(CN(C1)C3c1ccc3c(c1)OCO3)C2=O (stereo unspecified) | 10.9% | 17.6% | -2.4%[12.7 µM] | 1.6% | 0.4% | -5.0% | 8.1% | -11.5% | 23.3%
O=C(NC1(C(F)(F)F)NC(=O)N(Cc2ccco2)C1=O)c1cccs1 (stereo unspecified) | -5.7% | -9.6% | ? | -2.0% | -1.0% | -22.3% | 7.1% | -5.6% | 16.9%
Cc1cc(S(=O)(=O)NC2CCCCC2)ccc1OCC(=O)NCc1cccnc1 | 10.3% | 11.8% | 22.1% | -1.6% | 3.2% | -3.3% | 0.2% | -9.7% | 2.5%[58.9 µM]
Oc1ccc(Cl)cc1C=Nc1ccccc1Br | -7.7% | 27.6% | 20.8%[59 µM] | 1.3% | 1.2% | -9.2% | -1.2% | -7.1% | 19.8%
Cc1cccc(C)c1NC(=O)/C(C#N)=C/c1ccsc1 | 11.1% | 23.7% | -2.9%[59 µM] | 1.8% | 1.7% | -4.1% | 10.4% | -5.5% | 19.0%
COc1cccc(Nc2nc(N)c([N+](=O)[O-])c(NCc3ccco3)n2)c1 | ? | ? | ? | 3.55µM* | -1.2% | ? | -1.9% | -5.2% | 10.3%
COc1ccccc1C1CCN(Cc2ccc(Cl)cc2Cl)CC1 | 27.8% | 80.0%[activator] | 44.2% | 0.0% | 1.5% | 28.8% | 0.1% | -6.4% | 5.9%

BLM helicase inh, entries above that show a hit.
SMILES | BAZ2B inh | HP1b chromo inh | G9a inh | BLM helicase inh | Pin1 inh | JMJD2A Tudor inh | GLS inhibitor | PGK inhibitor | Pol iota inh
COc1cccc(Nc2nc(N)c([N+](=O)[O-])c(NCc3ccco3)n2)c1 | ? | ? | ? | 3.55µM* | -1.2% | ? | -1.9% | -5.2% | 10.3%

Limited to Pol iota inh (3 entries from above):
molecule,Pol iota inh
COc1cccc(Nc2nc(N)c([N+](=O)[O-])c(NCc3ccco3)n2)c1,10.3%
C=CCCN(C(Cc1ccccc1)C(=O)OC)S(=O)(=O)c1cc(Br)ccc1Br (stereo unspecified),9.2%
O=C(N/N=C/c1ccc(OCc2ccccc2)cc1)c1cccs1,9.4%

Other compounds follow.
SMILES | BAZ2B inh | HP1b chromo inh | G9a inh | BLM helicase inh | Pin1 inh | JMJD2A Tudor inh | GLS inhibitor | PGK inhibitor | Pol iota inh
O=C(Nc1ccccc1-c1nc2ccccc2s1)c1cccnc1Cl | 8.1% | -4.7% | 14.8%[59 µM] | -4.7% | 14.2% | -17.0% | -5.7% | -9.6% | 9.2%
CN(Cc1ccccc1)C(=O)c1cnc2n(c1=O)CCS2 | 3.9% | 16.9% | -12.8%[59 µM] | 5.0% | -0.7% | -7.3% | -0.5% | -10.8% | -7.4%[58.9 µM]
CCOC(=O)/C=C1\SCC(=O)N1CCOc1cccc(Br)c1 | 11.4% | 59.6%[activator] | -14.9% | -6.2% | ? | 7.6% | 4.1% | -1.2% | 5.2%
O=C(N/N=C\c1cc(Br)c(Br)o1)c1cncc(Br)c1 | -1.2% | 18.6% | 0.0%[59 µM] | -4.8% | 27.6% | -13.0% | 5.8% | -5.1% | 13.5%
CC(C)Cn1c(N)c(C(=O)COC(=O)c2ccc(Br)cc2)c(=O)n(C)c1=O | . | 27.7% | . | . | 26.7% | -26.8% | 0.1% | -2.9% | 13.0%
C=CCN(CC=C)CC(=O)Nc1ccc(S(N)(=O)=O)cc1 | 7.8% | 22.5% | 0.708µM* | 5.3% | 4.7% | -11.8% | 15.9% | 5.7% | -1.0%
O=C(CNCc1ccc(F)cc1)Nc1ccccc1[N+](=O)[O-] | ? | 23.5% | -15.8% | -5.5% | -7.6% | ? | -10.3% | -6.6% | 137.3%[activator]
CC1CCN(S(=O)(=O)c2ccc3c(c2)N(CC(=O)NCCN(C)C)C(=O)CO3)CC1 | 1.9% | 36.9% | -3.3%[59 µM] | 2.5% | -7.6% | 1.7% | 5.8% | i | 21.9%
CC(C)CNS(=O)(=O)c1ccc(S(=O)(=O)N2CCN(C3CCCC3)CC2)cc1 | -1.8% | 12.0% | 15.2% | -2.9% | -10.6% | -8.8% | 0.2% | -6.0% | 122.0%[activator]
CC/C(C)=C1\SC(N2CCOCC2)=NC1=O | 5.1% | 17.7% | -3.3%[59 µM] | -1.4% | -7.8% | -5.7% | -10.2% | -2.9% | 6.3%
Clc1cccc(-n2ncc3c(N4CCCCC4)ncnc32)c1 | 109.8%[activator] | 133.4%[activator] | 41.1%[activator][59 µM] | -2.1% | 1.4% | 53.5%[activator] | 6.4% | -4.4% | 20.3%
COc1ccc(CC(=O)N2CCC3(CC2)NCCc2[nH]cnc23)cc1 | -19.4% | 8.6% | 17.5% | 0.2% | 2.6% | -31.3% | 3.6% | -8.3% | 78.5%[activator]
COCCNC(=O)CSc1nc(-c2ccccc2)cs1 | 5.3% | 11.4% | 21.1%[2.33 µM] | -0.1% | -2.1% | -9.9% | -1.3% | 0.1% | 26.8%
O=C(Nc1ccc(F)cc1F)c1cc(=O)n(-c2ccccc2)c(=O)[nH]1 | -6.4% | 37.7%[activator] | 10.4% | -4.1% | -3.4% | -4.8% | -3.1% | i | 11.5%
CSc1ccc(/C=C(/NC(=O)c2ccco2)C(=O)N2CCCCC2)cc1 | -19.4% | 28.3% | -25.3% | -0.1% | -7.4% | -19.5% | 0.0% | 3.3% | 64.2%[activator]
COC(=O)CSc1snnc1-c1ccc(F)cc1 | 11.2% | 33.7% | 14.0%[59 µM] | -21.8% | -1.0% | 9.0% | 0.5% | 1.1% | 1.4%
COc1ccc2cc(S(=O)(=O)N3CCN(C)CC3)ccc2c1 | 8.7% | 32.8% | -18.1%[59 µM] | -4.7% | -2.6% | -8.8% | 0.5% | 3.2% | 14.8%
COc1cccc(CN2CCC(Oc3ccc(C(=O)N4CCCCC4)cc3)CC2)c1 | -5.4% | 19.3% | 45.6% | -9.0% | -6.2% | -25.0% | 7.9% | -10.1% | 27.5%
Cc1ccc(NC(=S)NCc2cccs2)c(C)c1 | -20.2% | 18.3% | 14.2% | -3.4% | -5.0% | -4.6% | 18.5% | -3.2% | 14.4%
Cc1cccc(C)c1OCC(=O)NCc1ccccc1 | -5.4% | 62.7%[activator] | 42.6% | -1.6% | -7.3% | 10.3% | -3.3% | -7.1% | -7.1%
COc1ccc(-c2noc(-c3ccc(Cl)cc3)n2)cc1 | 5.7% | 44.9%[activator] | 24.8%[59 µM] | 1.0% | 1.1% | -11.8%[57.1 µM] | 1.9% | -8.4% | 9.9%
CC(=O)OC(C(=O)NCc1ccc(F)cc1)c1ccccn1 (stereo unspecified) | 9.5% | 29.7% | -14.8%[0.0925 µM] | 1.5% | -6.0% | -4.9% | -2.9% | -6.0% | 23.2%
O=C(COc1ccccc1F)Nc1nnc(SCc2cc(=O)c3ccccc3[nH]2)s1 | -0.5% | 25.0%[57 µM] | 8.2%[59 µM] | -3.5% | 26.2% | -2.3% | 10.6% | -6.2% | -7.1%
CC1=CCC(C(=O)O)C(C(=O)Nc2cccnc2)C1 (stereo unspecified) | -13.0% | 28.7% | 5.4%[12.7 µM] | -5.7% | -2.5% | 1.7% | 2.4% | -13.4% | 58.2%[activator]
CC(=O)c1c(C(C)=O)c(C)n(NC(=O)c2ccccc2Cl)c1C | -30.8%[57.1 µM] | -0.2% | 4.6% | 0.8% | -3.5% | -19.4% | -5.8% | -13.3% | 5.0%
Cc1ccc(NC(=O)CN(C)Cc2c(O)ccc3ccccc23)cc1 | -32.6% | -12.3% | 1.41µM* | -2.1% | -4.1% | 79.4µM* | -24.4% | i | 25.7%
COc1ccc(NC2=NCC(=O)N2c2ccccc2F)c(OC)c1 | -38.9% | 27.7% | 16.5%[59 µM] | -1.9% | -3.2% | 5.6% | 44.0%[activator] | -8.7% | -0.4%
Nc1ccccc1SCc1cn2ccccc2n1 | -9.4% | 17.0% | 50.1µM* | 3.1% | -5.7% | -22.6% | 5.4% | 0.5% | 20.3%
O=C(CN1C(=O)COc2ccccc21)NCCCN1CCCC1 | -2.4% | 41.7%[activator] | -80.6% | -4.4% | -2.3% | 1.6% | 0.8% | -1.4% | ?
CC(C)(C)C(=O)C(CO)(Oc1ccc(Cl)cc1)n1cncn1 (stereo unspecified) | -0.2% | 46.7% | -6.4% | -0.5% | 2.1% | -4.8% | 1.0% | i | -12.4%
